CRFR2-BP ag: agonists of human CRF-binding protein/CRF-R2 receptor complex; HEK293 CRF-R2/CRF-BP, calcium dye fluorescence (FLIPR); percent of saturating CRF peptide response; activation, % at 13.2 µM; actives 0.46% (n = 350,000); AID 588473;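 active = activation of at least 50%, plus an integration ratio under a set limit after plate pattern correction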;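 also: plate controls were neutral control wells without compound for no effect and CRF at EC100 for full effect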
MEKK3 PB1 HTS: MEKK3-MEK5 PB1 interaction, increase or decrease. bead-based flow cytometry, Alexa488-MEK5 binding to MEKK3; actives lie on both sides; 0 = blocked by unlabeled MEK5, 100 = vehicle. Q99759. actives 1.4% (n = 290,000). binding response (% of control), % at 10 µM;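 active = binding response more than 3 SD above or below the average of its plate-row segment, actives on both sides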;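 also: Alexa488 bead fluorescence after subtracting the streptavidin-only scavenger bead signal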
GalR3 antagonist: antagonists of human GalR3 | HEK293 GalR3-CNG cAMP membrane potential fluorescence; galR3 body fused to GalR1 C-terminus | inhibition, % at 3 µM | O60755 | actives 0.44% (n = 360,000);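 active = inhibition above the screen-wide average plus 3 SD, cut at about 13% in these data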;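 also: forskolin and galanin both at EC90 stimulate the cells; cAMP rise reported by CNG channel membrane potential dye signal; 0% = forskolin plus galanin with DMSO and 100% = forskolin alone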
Target sequence (O60755 1-299 limits assumed): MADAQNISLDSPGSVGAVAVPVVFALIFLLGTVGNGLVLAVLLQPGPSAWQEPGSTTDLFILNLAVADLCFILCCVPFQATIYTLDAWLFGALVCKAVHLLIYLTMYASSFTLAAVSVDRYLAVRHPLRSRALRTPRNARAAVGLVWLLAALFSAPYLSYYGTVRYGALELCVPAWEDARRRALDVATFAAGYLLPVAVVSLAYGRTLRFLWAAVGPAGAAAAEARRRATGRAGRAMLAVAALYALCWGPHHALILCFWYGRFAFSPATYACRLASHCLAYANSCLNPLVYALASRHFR
CRFR2-BP antag: CRF-BP/CRF-R2 complex antagonism. HEK293 CRF-R2/CRF-BP, CRF-induced calcium fluorescence. inhibition, % at 11.8 µM. actives 0.59% (n = 350,000);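 active = inhibition of the ligand-induced calcium signal above about 50% at the single tested concentration, limit read from the data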
M4 PAM: positive allosteric modulators of human muscarinic M4 receptor. P08173. CHO-K1 hM4/Gqi5, Fluo-8 calcium fluorescence, ACh EC20; 0% = ACh EC20, 100% = maximal ACh. activation, % at 3 µM. actives 0.4% (n = 360,000). AID 624126;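 active = activation above its plate's cutoff, the mean activation of sample wells plus 3 SD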; also: some results filed as inactive read as strong as hits
Target sequence (P08173 whole entry, looked up): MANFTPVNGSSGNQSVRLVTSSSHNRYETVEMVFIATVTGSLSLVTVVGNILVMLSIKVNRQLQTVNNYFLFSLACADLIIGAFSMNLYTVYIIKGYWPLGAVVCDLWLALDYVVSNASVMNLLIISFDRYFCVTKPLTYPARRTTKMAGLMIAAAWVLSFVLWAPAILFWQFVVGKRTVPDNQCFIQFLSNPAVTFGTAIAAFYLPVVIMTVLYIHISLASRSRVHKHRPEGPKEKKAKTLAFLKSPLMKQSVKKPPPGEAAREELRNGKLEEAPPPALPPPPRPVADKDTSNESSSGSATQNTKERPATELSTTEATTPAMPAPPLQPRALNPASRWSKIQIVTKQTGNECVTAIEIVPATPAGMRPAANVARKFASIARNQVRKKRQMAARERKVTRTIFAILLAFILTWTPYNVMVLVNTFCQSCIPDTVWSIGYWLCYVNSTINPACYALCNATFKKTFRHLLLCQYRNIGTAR
IDE act: boosts human insulin-degrading enzyme activity in HEK cells; P14735; FAbeta-B cleavage, fluorescence polarization; 0% vehicle, 100% cell-free pure enzyme wells; activation, % at 5.96 µM; actives 0.073% (n = 340,000);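 active = activation above the mean of all tested compounds plus 3 SD, set per screening campaign, cut at about 17% in these data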
PHOSPHO1 inh: inhibitors of human PHOSPHO1 phosphatase; Q8TCT1; recombinant PHOSPHO1, absorbance phosphatase assay; inhibition, % at 13.3 µM; actives 1.1% (n = 290,000); AID 1565; in the data active = inhibition above about 60%
Target sequence (Q8TCT1 whole entry, looked up): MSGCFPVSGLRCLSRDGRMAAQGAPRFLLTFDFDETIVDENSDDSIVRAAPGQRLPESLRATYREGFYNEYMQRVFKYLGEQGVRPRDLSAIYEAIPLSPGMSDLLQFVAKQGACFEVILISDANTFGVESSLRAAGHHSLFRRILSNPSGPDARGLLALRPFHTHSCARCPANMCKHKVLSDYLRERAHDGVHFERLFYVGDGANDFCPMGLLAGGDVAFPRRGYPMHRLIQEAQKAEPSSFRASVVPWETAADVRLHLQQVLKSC
pCIP destab: p/CIP protein destabilization; Q05BA5; F442A p/CIP-EGFP cells, EGFP fluorescence, 16 h; decrease of EGFP signal, % at 10 µM; actives 0.01% (n = 290,000);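 active = EGFP signal decrease of at least 30% at 10 µM or well 3 SD below plate mean, unless failing retest; inactive = the rest, including hits failing retest or dose response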; also: some compounds called inactive have numbers as strong as hits; many of its hits are not listed in these tables
IDE cell inh: cellular human IDE inhibition. actives 0.41% (n = 320,000). inhibition, % at 5.59 µM. P14735. HEK cells, FAbetaB cleavage, fluorescence polarization;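 active = percent inhibition above the average of all tested compounds plus 3 SD, set per screening campaign, cut at about 16% in these data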;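 also: IDE supplied by intact live HEK cells; FP after avidin binding of uncleaved biotin substrate so inhibition keeps polarization high; 0% = DMSO wells and 100% = 60 µM reference IDE inhibitor Ii1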
* marks the source's active call; other numbers are inactive results; . = no result given; & = joins results of further samples; [ ] = remark or other dose.

item | CRFR2-BP ag | MEKK3 PB1 HTS | GalR3 antagonist | CRFR2-BP antag | M4 PAM | IDE act | PHOSPHO1 inh | pCIP destab | IDE cell inh | SMILES
1 | -1.7 | 95 | -3 | -1 | 12 | -2 | 20 | 1 | 6 | CCN1CCN(CC(=O)c2cc(OC)c(OC)c(OC)c2)CC1
2 | -0.6 | 105 | -5 | -10 | 10 | 2 | -2 | -6 | -1 | CCOc1ccc2[nH]c(=O)c(CN(CCCO)C(C)=O)cc2c1
3 | 1.0 | 102 | -4 | 20 | -4 | 3 | 34 | -6 | 3 | C=CCN(CC=C)CCOc1ccc(C)cc1[N+](=O)[O-]
4 | -2.9 | . | -5 | 12 | -8 | . | . | . | -6 | N#CCC(=O)N1CCN(C(c2ccccc2)c2ccccc2)CC1
5 | -1.2 | 101 | -5 | -59 | 4 | -8 | 8 | -2 | 8 | S=C(N/N=C/c1ccccc1Cl)Nc1ccccc1
6 | -0.6 | 105 | -7 | -15 | -21 | -3 | 9 | -11 | 2 | COc1ccc(S(=O)(=O)N(C)CC(=O)Nc2ccc(C(F)(F)F)cc2)cc1Cl
7 | 1.6&-0.1 | 86&105 | 1&0 | -2&5 | 0&-5 | 3&-5 | 1&13 | -8&-1 | 5&1 | N#CC(=C=[N-])c1nc2ccccc2nc1-[n+]1ccccc1
8 | 1.0 | 102 | -2 | -10 | -8 | 6 | 32 | -9 | 2 | Cc1cc(C)n(-c2cccc(CN3CCC(CO)(Cc4ccccc4)CC3)c2)n1
9 | -4.9 | 106 | -2 | 7 | -4 | -2 | -6 | 1 | 4 | CN1C(=O)CSc2ccc(NC(=O)N3CCN(c4ccccn4)CC3)cc21
10 | -0.4 | 97 | -5 | -3 | 1 | 5 | 51 | 3 | -4 | Cn1c(=O)c(=O)n(C)c2cc(S(=O)(=O)N3CCOc4ccccc43)ccc21
11 | 0.6 | . | -3 | 3 | 6 | 5 | . | . | 5 | Cc1c(C(=O)NC(=S)N(Cc2ccccc2)c2ccccn2)cccc1[N+](=O)[O-]
12 | 2.3 | 101 | -1 | -13 | -8 | 0 | 18 | 7 | 4 | CCN1CCN(c2nc3ccccc3n3cnnc23)CC1
13 | -0.7 | 102 | -7 | 3 | -10 | 0 | 18 | -3 | 0 | COc1ccc(CN(Cc2cccn2C)S(=O)(=O)c2ccccc2)cc1
14 | -1.8 | 104 | -6 | -5 | 0 | 2 | -22 | -2 | -5 | CSCCC(NC(=O)/C(=C/c1ccc2c(c1)OCO2)NC(=O)c1cccc([N+](=O)[O-])c1)C(=O)O (centres undefined)
15 | -0.8 | 102 | -3 | 6 | -2 | 2 | -7 | -11 | 6 | O=C(CCS(=O)(=O)c1ccccc1Cl)NCCC1=CCCCC1
16 | 5.1 | 97 | 0 | -6 | 6 | 1 | 26 | 14 | 7 | CCC1=C(OC(=O)N(CC)CC)N2C(=O)OC(=NCC3CC3)[C@]2(C)[C@H]2C1=CC[C@H]1C(=O)NC(=O)[C@H]12
17 | 0.1 | 103 | . | 6 | . | . | 45 | -4 | -1 | O=c1c2c3c(sc2n2cnnc2n1-c1ccccc1)N(Cc1ccccc1)CCC3
18 | 0.4 | 98 | 1 | 4 | 1 | 4 | 24 | -11 | -4 | O=c1c2cc(NC(=S)NC3CCCC3)ccc2nc2n1CCCCC2
19 | 1.0 | 98 | -1 | 0 | -12 | 6 | 33 | 2 | 7 | CC1CCN(Cc2nnnn2CCCC(=O)N(C)C(C)c2ccccn2)CC1 (centres undefined)
20 | -1.7 | 100 | -2 | -1 | -6 | 5 | 6 | 7 | 3 | CSc1nc2c(cc1C#N)CCC2
21 | 0.1 | 97 | -4 | -5 | 9 | 1 | -12 | 2 | 0 | Cc1ccc(C(=O)COC(=O)c2cn(-c3ccccc3)nc2-c2ccccc2)cc1[N+](=O)[O-]
22 | 1.5 | . | -4 | 13 | 0 | 2 | . | . | -3 | Cc1c(C(=O)NNC(=O)c2ccncc2)oc2ccc(Br)cc12
23 | 0.0 | 104 | -1 | -9 | -5 | 1 | 31 | 0 | 8 | Cc1ccc(-n2cc(CN3CCN(Cc4nccn4C)CC3)c(-c3ccc(F)cc3)n2)cc1
24 | -2.3 | . | -2 | -2 | -7 | 1 | . | . | . | CC1(C2CC2)NC(=O)N(CC(=O)N2CCN(c3ccccc3Cl)CC2)C1=O (centres undefined)
25 | 10 | 97 | 1 | 9 | 0 | -7 | -5 | 1 | -3 | COC(=O)c1ccc(NC2=C(Cl)C(=O)OC2OC(=O)c2ccccc2)cc1 (centres undefined)
26 | -0.6 | . | . | 0 | -1 | 6 | . | . | -1 | Cc1cccc(NC(=O)CNC(=O)Cn2ncc(Cl)c(Cl)c2=O)c1C
27 | 0.1 | 104 | -9 | -2 | -5 | 0 | -29 | -9 | 8 | Cc1ccc(C(C)(O)CS(=O)(=O)Cc2ccccc2)cc1 (centres undefined)
28 | 1.3 | 99 | 2 | -13 | 2 | -3 | -13 | 3 | -3 | COCCNc1nnnc2c1sc1nc(N3CCOCC3)c3c(c12)CC(C)(C)OC3
29 | 2.2 | 107 | -2 | 9 | 6 | 0 | -6 | -10 | -2 | CC1(C)CC(=O)C(C=Nc2ccc3c(c2)OCO3)=C(O)C1
30 | 3.1 | 95 | -3 | -26 | 2 | 6 | -4 | -9 | 1 | CCc1ccc(CNC(=O)C2CCC(=O)N2C2CCCCC2)cc1 (centres undefined)
31 | 1.0 | 47*[inhibitor] | -3 | 3 | -3 | -3 | 43 | -2 | -4 | COc1ccccc1CCc1nnc(CCC(=O)NC(C)Cc2cccnc2)o1 (centres undefined)
32 | -0.6 | 104 | -5 | -2 | -3 | 2 | -13 | 7 | 1 | COc1ccc(/C=C/C(=O)NC(CCSC)C(=O)O)cc1 (centres undefined)
33 | -1.1 | . | -6 | 12 | 1 | -2 | . | . | 2 | COc1ccccc1CN(C)C(=O)c1ccccc1SCC(=O)N1CCCC1
34 | -0.3 | 106 | 1 | 2 | 0 | -3 | 31 | -4 | -1 | CCN(CC)c1ccc(NC(=O)CSc2nc3ccccc3c(=O)[nH]2)cc1
35 | -2.3 | . | -1 | 10 | -6 | -1 | . | . | 3 | N#CCc1cccnc1Sc1ccc(Cl)cc1
36 | 0.8 | 99 | 8 | 15 | 1 | 2 | -4 | -11 | -5 | CCN(CC)S(=O)(=O)c1cccc(N=NC2=C(O)CCCC2=O)c1

Entries 19–33, reprinted for reference:
item | CRFR2-BP ag | MEKK3 PB1 HTS | GalR3 antagonist | CRFR2-BP antag | M4 PAM | IDE act | PHOSPHO1 inh | pCIP destab | IDE cell inh | SMILES
19 | 1.0 | 98 | -1 | 0 | -12 | 6 | 33 | 2 | 7 | CC1CCN(Cc2nnnn2CCCC(=O)N(C)C(C)c2ccccn2)CC1 (centres undefined)
20 | -1.7 | 100 | -2 | -1 | -6 | 5 | 6 | 7 | 3 | CSc1nc2c(cc1C#N)CCC2
21 | 0.1 | 97 | -4 | -5 | 9 | 1 | -12 | 2 | 0 | Cc1ccc(C(=O)COC(=O)c2cn(-c3ccccc3)nc2-c2ccccc2)cc1[N+](=O)[O-]
22 | 1.5 | . | -4 | 13 | 0 | 2 | . | . | -3 | Cc1c(C(=O)NNC(=O)c2ccncc2)oc2ccc(Br)cc12
23 | 0.0 | 104 | -1 | -9 | -5 | 1 | 31 | 0 | 8 | Cc1ccc(-n2cc(CN3CCN(Cc4nccn4C)CC3)c(-c3ccc(F)cc3)n2)cc1
24 | -2.3 | . | -2 | -2 | -7 | 1 | . | . | . | CC1(C2CC2)NC(=O)N(CC(=O)N2CCN(c3ccccc3Cl)CC2)C1=O (centres undefined)
25 | 10 | 97 | 1 | 9 | 0 | -7 | -5 | 1 | -3 | COC(=O)c1ccc(NC2=C(Cl)C(=O)OC2OC(=O)c2ccccc2)cc1 (centres undefined)
26 | -0.6 | . | . | 0 | -1 | 6 | . | . | -1 | Cc1cccc(NC(=O)CNC(=O)Cn2ncc(Cl)c(Cl)c2=O)c1C
27 | 0.1 | 104 | -9 | -2 | -5 | 0 | -29 | -9 | 8 | Cc1ccc(C(C)(O)CS(=O)(=O)Cc2ccccc2)cc1 (centres undefined)
28 | 1.3 | 99 | 2 | -13 | 2 | -3 | -13 | 3 | -3 | COCCNc1nnnc2c1sc1nc(N3CCOCC3)c3c(c12)CC(C)(C)OC3
29 | 2.2 | 107 | -2 | 9 | 6 | 0 | -6 | -10 | -2 | CC1(C)CC(=O)C(C=Nc2ccc3c(c2)OCO3)=C(O)C1
30 | 3.1 | 95 | -3 | -26 | 2 | 6 | -4 | -9 | 1 | CCc1ccc(CNC(=O)C2CCC(=O)N2C2CCCCC2)cc1 (centres undefined)
31 | 1.0 | 47*[inhibitor] | -3 | 3 | -3 | -3 | 43 | -2 | -4 | COc1ccccc1CCc1nnc(CCC(=O)NC(C)Cc2cccnc2)o1 (centres undefined)
32 | -0.6 | 104 | -5 | -2 | -3 | 2 | -13 | 7 | 1 | COc1ccc(/C=C/C(=O)NC(CCSC)C(=O)O)cc1 (centres undefined)
33 | -1.1 | . | -6 | 12 | 1 | -2 | . | . | 2 | COc1ccccc1CN(C)C(=O)c1ccccc1SCC(=O)N1CCCC1

The results go on.
item | CRFR2-BP ag | MEKK3 PB1 HTS | GalR3 antagonist | CRFR2-BP antag | M4 PAM | IDE act | PHOSPHO1 inh | pCIP destab | IDE cell inh | SMILES
37 | -3.1 | 98 | -6 | -6 | -3 | 5 | 74* | -13 | 0 | COc1ccc2nc(NC(=O)CSc3nc(C)cc(=O)[nH]3)sc2c1
38 | 0.1 | 99 | -2 | -4 | 1 | -3 | 22 | -16 | 8 | O=C(N/C(=C/c1cccc([N+](=O)[O-])c1)C(=O)N1CCOCC1)c1ccccc1Br
39 | -2.8 | 95 | -6 | 12 | -2 | -8 | 10 | 1 | 12 | C=CCn1c(SCC(=O)O)nc2sc(CC)cc2c1=O
40 | -2.0 | 103 | 2 | 7 | 7 | -1 | 1 | 5 | 3 | CN1CCC(=NNC(=O)C(=O)NC(C)(C)C)CC1
41 | -2.6 | 93 | 1 | -3 | 0 | -1 | -13 | 7 | 0 | CC(/C=C/c1ccc(OCc2ccccc2)cc1)=N\O
42 | -2.1 | 94 | -3 | 15 | -4 | 2 | 42 | -6 | 3 | O=C(NC1CCCCCCC1)c1cc(F)c(F)cc1Cl
43 | -0.4 | 98 | 2 | -5 | 1 | . | 12 | -12 | 4 | COc1ccc(CC(=O)N[C@@H](CCSC)c2nc3ccccc3[nH]2)cc1
44 | -0.4 | 101 | -6 | 26 | -9 | -5 | 11 | -3 | 1 | O=C1CSC(c2ccccn2)N1c1ccc(Cl)c(Cl)c1 (centres undefined)
45 | -0.1 | 117 | -1 | -32 | 3 | 4 | -16 | -7 | -1 | COc1ccc(Nc2nc(C)c3ccccc3n2)cc1
46 | 50 | 101 | -8 | 29 | -12 | -4 | -17 | 1 | 1 | N#Cc1ccc(NC(=O)Nc2ccc(Cl)cc2)cc1
47 | -1.1 | 102 | -7 | -3 | 0 | 4 | 13 | 4 | 7 | CC(c1nccs1)N(C)C(=O)c1cn(Cc2cccc3ccccc23)nn1 (centres undefined)
48 | -0.2 | 101 | -1 | 3 | 8 | -2 | 1 | 0 | -2 | COc1ccccc1C(=O)N1CCN(S(=O)(=O)Cc2ccccc2)CC1
49 | -0.9 | 99 | -4 | -36 | -3 | -2 | 2 | 5 | 0 | CCN(CC)c1ccc(N2C(=O)C3CCCCC3C2=O)cc1[N+](=O)[O-] (centres undefined)
50 | -0.3 | 102 | -4 | 5 | 5 | 1 | 26 | 11 | 0 | CN(C)S(=O)(=O)c1cccc(C(=O)Nc2ccccc2N2CCCCC2)c1
51 | -0.7 | 98 | -3 | -8 | -3 | 1 | 11 | 6 | -1 | NC(=O)CC(NC(=O)c1ccc(Br)cc1)c1ccc(N2CCN(c3ccccn3)CC2)c([N+](=O)[O-])c1 (centres undefined)
